Source: PubChem BioAssay (National Center for Advancing Translational Sciences (NCATS))
IL-2 act: activates IL-2 in a cell-based reporter assay; IL-2 activation reporter assay, cell-based qHTS; stimulated with anti-CD3/CD4/CD28 beads; in transgenic mouse T cells; activation, % (series mostly up to about 46 µM); actives 0.065% (n = 360,000); in the data active = activation above about 50%; inconclusive = mostly about 30% to 49%; note: 0% is about no effect
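Readout: EGFP and DsRed signals by fluorescent plate cytometry. Unstimulated transgenic mouse T cells received compound 60 min before antibody-bead stimulation, then incubated 18 h at 37 degrees C.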
EPAC1 antag: EPAC1 (human) antagonism | EPAC1 GEF assay, Rap1b-BODIPY-GDP exchange fluorescence | actives 0.14% (n = 360,000) | AID 720709 | O95398 | Potency, µM (series often up to 115 µM), inactives show at the highest dose activity change, negative = inhibition, hits mostly inhibitors;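 note: potency is the fitted concentration of half-maximal effect; plate controls were vehicle for no effect and positive control for full effect; nearly all actives have a fitted effect of over 50% in size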
GLP1R cytotox: cytotoxic in the GLP-1 receptor inverse agonist counter-screen | HEK293 cAMP-luciferase reporter cells, luminescence, 24 h | Potency, µM (top dose mostly 38.3 µM), for the others: at the top dose activity change, negative = inhibition, hits mostly inhibitors | actives 0.13% (n = 410,000) | AID 624418;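 note: loss of luciferase light is scored as toxicity; potency is the fitted concentration of half-maximal effect; % is set by controls: 0 for no effect and ±100 for the full control effect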
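Compound-treated cells are incubated 24 hr at 37 deg C under 5% CO2 after a 12 hour attachment period, then luciferase detection reagent is added and luminescence is measured following 12 min at room temperature; lowered signal indicates toxicity.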
EPAC1 agonist: EPAC1 (human) agonism; O95398; EPAC1 agonist qHTS, biochemical assay; response scale: 100% = response to 6.5 mM cAMP; Potency, µM (series often up to 154 µM), for the others: top-dose activation, hits mostly activators; actives 0.073% (n = 360,000); AID 720707; note: potency is the fitted concentration of half-maximal effect; nearly all actives have a fitted effect of over 60% in size
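Compounds were pinned as a concentration titration into mixtures of EPAC1 (100 nM), BODIPY-GDP-loaded Rap1B (250 nM) and GDP (50 uM). After 5 min at room temperature, fluorescence was followed for 30 min; activity was scaled to 6.5 mM cAMP.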
PLK1 PBD inh: inhibitors of human PLK1 polo-box domain binding; AID 720504; Plk1 PBD binding of FITC phosphopeptide, fluorescence polarization; Potency, µM, for the others: max response, negative = inhibition, usual class: inhibitors; actives 2.8% (n = 360,000); P53350; note: potency is the fitted concentration of half-maximal effect; series mostly up to about 57 µM; % is set by controls: 0 for no effect and ±100 for the full control effect; nearly all actives have a fitted effect of over 65% in size
PTHR1 ag: activates the human parathyroid hormone receptor PTHR1. Q03431. HEK293 GP2 PTHR1 cells, GloSensor cAMP luminescence, 1 h. Potency, µM (highest dose often 115 µM), inactives show at the highest dose activation, most hits filed as activators. actives 0.075% (n = 410,000). AID 743266; note: potency is the fitted concentration of half-maximal effect; nearly all actives have a fitted effect of over 55% in size; some results filed as inactive show a strong effect at the top dose; inactives centre near -15; many of its hits are not listed in these tables
Target sequence (Q03431 whole entry, looked up): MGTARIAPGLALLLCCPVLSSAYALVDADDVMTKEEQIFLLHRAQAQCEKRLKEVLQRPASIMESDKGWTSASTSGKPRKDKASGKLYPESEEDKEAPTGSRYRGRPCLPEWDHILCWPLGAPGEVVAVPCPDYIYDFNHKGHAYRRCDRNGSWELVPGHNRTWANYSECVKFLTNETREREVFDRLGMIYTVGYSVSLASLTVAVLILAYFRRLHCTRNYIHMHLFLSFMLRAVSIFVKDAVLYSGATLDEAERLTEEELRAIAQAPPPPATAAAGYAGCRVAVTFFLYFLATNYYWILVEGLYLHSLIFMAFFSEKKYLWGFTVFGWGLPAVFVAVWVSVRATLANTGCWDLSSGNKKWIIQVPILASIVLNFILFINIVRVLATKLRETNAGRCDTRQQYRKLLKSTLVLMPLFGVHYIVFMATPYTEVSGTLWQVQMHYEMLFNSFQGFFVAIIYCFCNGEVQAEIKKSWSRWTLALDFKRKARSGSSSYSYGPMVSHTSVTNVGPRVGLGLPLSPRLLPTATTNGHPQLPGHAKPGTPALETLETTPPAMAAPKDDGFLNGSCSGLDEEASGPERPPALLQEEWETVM
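HEK-293-derived GP2 cells expressing PTHR1 and a GloSensor cAMP reporter, 3,000/well, plated overnight, given luciferin plus IBMX (each 0.5 mM as added) for 1 h at 37 °C, then compound for 1 h at 37 °C. Luminescence was read after 15 min at room temperature.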
GLP1R inv ag: acts as inverse agonist at human GLP-1 receptor; actives 1.6% (n = 410,000); AID 624417; HEK293 GLP-1R CRE-luciferase, luminescence, 24 h; GLP-1R form is constitutively active; Potency, µM (titrated, usually from 38.3 µM), for the others: at the top dose activity change, negative = inhibition, most hits filed as inhibitors; note: potency is the fitted concentration of half-maximal effect; % is set by controls: 0 for no effect and ±100 for the full control effect; nearly all actives have a fitted effect of over 55% in size
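Stable HEK293 clone (constitutively active GLP-1R + cAMP-response luciferase); 200 cells/uL plated, 12 h pre-culture, compound 24 hr, 37 deg C/5% CO2; detection reagent 12 min RT; luminescence.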
PI5P4Ka inh: blocks human PI5P4K alpha kinase activity. P48426. PI5P4Kalpha enzyme, ADP-Glo luminescence, 60 min; active compounds read low. max response, %. actives 1.2% (n = 330,000). AID 652105; active = max response of -50% or lower; inconclusive = between -30% and -50%; inactive = -30% or higher; note: value at the top dose of about 77 µM; % is set by controls: 0 for no effect and ±100 for the full control effect
Target sequence (P48426 whole entry, looked up): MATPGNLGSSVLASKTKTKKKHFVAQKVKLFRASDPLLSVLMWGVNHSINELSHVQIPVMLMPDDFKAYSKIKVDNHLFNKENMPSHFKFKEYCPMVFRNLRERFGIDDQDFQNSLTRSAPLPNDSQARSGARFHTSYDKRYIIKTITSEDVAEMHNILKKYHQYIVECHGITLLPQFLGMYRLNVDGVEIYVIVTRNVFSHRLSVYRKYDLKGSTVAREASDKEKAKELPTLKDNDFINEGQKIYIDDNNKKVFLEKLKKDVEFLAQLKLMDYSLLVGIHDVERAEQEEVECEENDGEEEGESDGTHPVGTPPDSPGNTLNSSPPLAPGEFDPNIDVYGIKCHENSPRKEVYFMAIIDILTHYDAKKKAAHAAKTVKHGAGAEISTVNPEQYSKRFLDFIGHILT
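Human PI5P4Kalpha with substrate in 0.038 M HEPES pH 7.4, 0.28 mM EGTA, 0.1% CHAPS, 5% DMSO; reaction started with 5 microM ATP (final), 60 min at room temperature. ADP formed read by ADP-Glo luminescence.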
GLP-1R agonist: GLP-1 receptor (human) agonism. HEK293 GLP-1R CRE-luciferase, luminescence, 4-6 h; cells express a hypersensitive GLP-1R form. Potency, µM (highest dose often 45.6 µM), inactives show at the top dose activation, usual class: activators. actives 0.007% (n = 380,000); note: potency is the fitted concentration of half-maximal effect; % of control where 0% means no effect
The depositor's hits bear a star; i = inactive; ? = inconclusive; . = not tested or not shown; [ ] = dose if it differs, or a comment. Unless noted, calls come from the whole dose curve; as a rule, active = well fitted curve in the direction sought with a large enough effect; inconclusive = small, poorly fitted or top-dose-only effect, or another doubt; inactive = no such curve, though single readings can be large; an effect the other way counts as inactive or inconclusive.

entry	SMILES	IL-2 act	EPAC1 antag	GLP1R cytotox	EPAC1 agonist	PLK1 PBD inh	PTHR1 ag	GLP1R inv ag	PI5P4Ka inh	GLP-1R agonist
1	COC(=O)c1ccc(-c2ccc(/C=N/N3C(=O)C4C5C=CC(CC5)C4C3=O)o2)cc1 (stereo not given)	-1.2	-8%	-2%	7%	-10%	-42%[inhibitor]	-7%	2	7%
2	COc1ccc(N(CC(=O)Nc2nccs2)S(=O)(=O)c2c(C)[nH]c(=O)[nH]c2=O)cc1	-0.3	0%	4%	-1%	-17%	i	3%	-6	-7%
3	CSc1nncc(/C(C)=N/O)n1	-0.9	5%	8%	6%	-13%	i	11%	-3	6%
4	O=C(CC1SC(N2CCCCC2)=NC1=O)Nc1cccc(C(F)(F)F)c1 (stereo not given)	-1.0	3%	5%	-19%	-5%	-33%[inhibitor][57.5 µM]	?	-2	5%
5	CCOCCCn1c(SCC(=O)Nc2ccc3[nH]c(=O)[nH]c3c2)nc2ccccc2c1=O	-5.5	-5%	1%	-5%	-1%	-3%	53%[activator]	-11	27%
6	CN(C)c1ncnc2c1ncn2[C@H]1CN(Cc2cccnc2)C[C@@H](CO)O1	0.2	-16%	3%	-7%	0%	-23%	26%	-5	-2%
7	N#Cc1ccc(/C=N/NC(=S)Nc2ccc(S(=O)(=O)N3CCOCC3)cc2)cc1	10	11%	13%	-3%	-3%	i	10%	-13	7%
8	Cc1c(NC(=O)C(C)OC(=O)COc2cccc3c2OC(C)(C)C3)c(=O)n(-c2ccccc2)n1C (stereo not given)	-1.3	9%	0%	4%	-4%	5%[57.5 µM]	-6%	-1	-5%
9	COc1ccc2nc(SCC(=O)Nc3ccccc3C)[nH]c2c1	-1.4	-2%	-19%	6%	-11%	-5%[57.5 µM]	0%	.	10%
10	Nn1c(Cc2ccccc2F)nnc1SCCOc1ccc(Cl)cc1	0.0	-26%	-18%	8%	-8%	-60%[inhibitor]	?	2	7%
11	CC(C)OC(=S)N/C(=N\S(=O)(=O)c1ccccc1)c1ccccc1	-0.3	0%	-18%	-8%	?	i	-6%	.	1%
12	CCN(CC)S(=O)(=O)c1ccc(C(=O)OCCN2C(=O)CCC2=O)cc1	-3.9	-10%	10%	-9%	4%	-1%	-1%	-7	5%
13	COC(=O)[C@@]12C[C@@H](CC(=O)N3CCCCC3)C(=O)N(CCc3ccc(OC)c(OC)c3)C1=CCC(C)(C)C2	0.4	0%	-7%	4%	-8%	-5%	-19%	0	.
14	CC(C)(C)OC(=O)N/N=C/c1ccc(C(=O)O)cc1	-0.4	-3%	-18%	-6%	0%	-14%	0%	-15	0%
15	COc1ccc(-c2ccc3nnc(SCC(=O)Nc4ccc(NC(C)=O)cc4)n3n2)cc1	2.5	-10%	4%	5%	2%	-8%	8%	8	0%
16	Cn1c(CNC(=O)OC(C)(C)C)nnc1SCc1c(Cl)cccc1Cl	0.4	-17%	2%	1%	?	i	-30%	-1	21%
17	Cc1c(C)c2ccc(O)c(CN3CCCC3)c2oc1=O	-2.0	11%	255%[activator]	9%	-5%	i	6%	4	-7%
18	O=C(CN(C(=O)CCC(=O)Nc1ccccn1)c1ccc(F)cc1)NCc1ccc(F)cc1	-1.2	5%	0%	-9%	-2%	-52%	-11%	0	2%
19	CCN(CC)S(=O)(=O)c1ccc(N2CCOCC2)c(NC(=S)NC(=O)c2ccco2)c1	-5.1	-22%	-21%	-2%	24µM*	-24%	?	-11	27%
20	O=C(CSc1nncn1-c1cccnc1)N1CCOCC1	4.4	21%	1%	-2%	2%	i	-9%	1	4%
21	O=C(Nc1cccc(F)c1)N1C2CCC1CC(O)(c1cccnc1)C2 (stereo not given)	-1.7	10%	2%	3%	-8%	i	15%	2	0%
22	CCN(CC)S(=O)(=O)c1ccc(N2CCN(S(=O)(=O)c3ccc4c(c3)OCCO4)CC2)nc1	-0.2	-19%	16%	3%	-6%	-27%[57.5 µM]	?	4	-1%
23	COc1ccc(C(=O)COC(=O)c2ccccc2NS(=O)(=O)c2ccc(O)c([N+](=O)[O-])c2)cc1	2.9	?	-13%	6%	?	-16%	21%	?	-1%
24	Cc1cc(F)ccc1C(O)c1ncc(-c2cccc(OCc3ccccc3)c2)[nH]1 (stereo not given)	-0.4	-1%	-11%	12%	-3%	-19%	?	1	1%
25	Cc1ccc(C)c(-n2cc(CNC(C)Cn3cncn3)c(-c3ccccc3)n2)c1 (stereo not given)	2.3	1%	-11%	-3%	-3%	i	?	2	21%
26	Cc1ccc(NC(=O)CCNC(=O)c2ccc(Br)cc2)nc1	-1.1	6%	-5%	9%	-4%	-5%	-12%	4	0%
27	O=C(Cc1cn2ccsc2n1)Nc1ccccc1Oc1ccccc1	1.4	-5%	0%	6%	-8%	i	-7%	3	0%
28	COc1cc(N2CCC(O)CC2)ccc1Nc1nnc(Cl)c(Nc2ccccc2S(C)(=O)=O)n1	-0.2	?	10%	-10%	-13%	i	14%	5	16%
29	CC(=O)N1C(=O)N(C(C)=O)C2C1N(C)C(=O)N2C(C)=O (stereo not given)	2.4	28%	1%	1%	5%	i	1%	8	2%
30	O=c1c2ccccc2sn1-c1cc(S(=O)(=O)N2CCOCC2)ccc1N1CCCC1	-4.6	4%	-24%	6%	3µM*	-10%[57.5 µM]	9%	.	10%
31	CCc1ccccc1NC(=O)C1CCN(S(=O)(=O)c2ccc3[nH]c(=O)ccc3c2)CC1	.	.	-4%	.	.	i	15%	.	-3%
32	Cc1cc(C)cc(NC(=O)N2c3ccccc3NC(=O)CC2C)c1 (stereo not given)	5.8	25%	-15%	-2%	2%	i	-10%	-2	4%
33	Cc1ccc(-c2csc(N3CCC(C(N)=O)(N4CCCCC4)CC3)n2)cc1	-1.7	13%	-8%	-2%	-1%	-40%[inhibitor]	16%	2	-5%
34	CCCc1nn(C)c(C(=O)Nc2cccc(CC)c2)c1Cl	-4.4	?	14%	4%	-10%	-94%[inhibitor]	?	14	9%
35	COc1cccc(CNc2cc(C)ccn2)c1O	-2.6	7%	-10%	1%	-7%	i	16%	-4	6%
36	Cc1[nH]n(-c2ccc(Cl)cc2)c(=O)c1C=Nc1ccc(S(=O)(=O)N2CCOCC2)cc1	2.1	0%	1%	15%	-2%	i	10%	.	6%
37	COCCn1nnnc1SCC(=O)c1ccc(F)cc1	-3.0	-3%	-12%	-6%	-9%	-22%	29%	2	-3%
38	COc1ccc(C(=O)N/C(=C\c2ccc3c(c2)OCO3)C(=O)NCCc2nc3ccccc3[nH]2)cc1	2.0	2%	-12%	4%	5%	i	-12%	27	8%
39	CC1(C)CC(=O)N(c2ccccc2)C1(C)O (stereo not given)	1.2	-8%	79%[activator]	-6%	-6%	i	6%	-3	1%
40	COc1cc(CCC(=O)OCC(=O)Nc2cccc(S(N)(=O)=O)c2)cc(OC)c1OC	-0.4	0%	-12%	1%	1%	i	5%	-3	3%
41	CN(C)c1ccc(-c2cc3ccccc3c(=O)o2)cc1	6.2	12%	4%	-1%	9%	-11%	16%	5	-3%
42	COc1ccc(Cl)cc1S(=O)(=O)N1CCN=C1Cc1ccccc1	-0.6	-11%	1%	-1%	-3%	i	1%	1	15%
43	CCOC(=O)N1CCC(NC(=O)C2CCCN(c3nc4ccccc4o3)C2)CC1 (stereo not given)	0.2	-6%	-4%	2%	-9%	-12%[57.5 µM]	-1%	.	-9%
44	CCCCc1nc(C(N)=O)c2[nH]c(=O)n(-c3ccc(OCC)cc3)c2n1	1.0	-2%	-4%	-4%	0%	i	11%	1	-4%
45	S=C(NCCNC(=S)Nc1ccccc1)Nc1ccccc1	-0.1	-4%	5%	9%	10%	i	1%	3	0%
46	Cc1ccc(-n2c(N)c(C(=O)N3CCCCC3)sc2=S)cc1	-0.6	4%	-4%	2%	24µM*	i	-12%	-18	-5%

Single records, from the list above:
Results for CC(C)OC(=S)N/C(=N\S(=O)(=O)c1ccccc1)c1ccccc1 : IL-2 act = -0.3; EPAC1 antag = 0%; GLP1R cytotox = -18%; EPAC1 agonist = -8%; PLK1 PBD inh = ?; PTHR1 ag = i; GLP1R inv ag = -6%; PI5P4Ka inh = .; GLP-1R agonist = 1%
Results for N#Cc1ccc(/C=N/NC(=S)Nc2ccc(S(=O)(=O)N3CCOCC3)cc2)cc1 : IL-2 act = 10; EPAC1 antag = 11%; GLP1R cytotox = 13%; EPAC1 agonist = -3%; PLK1 PBD inh = -3%; PTHR1 ag = i; GLP1R inv ag = 10%; PI5P4Ka inh = -13; GLP-1R agonist = 7%

Limited to GLP-1R agonist, EPAC1 antag and PI5P4Ka inh, for some of the entries so far:
| # | Structure | GLP-1R agonist | EPAC1 antag | PI5P4Ka inh |
| --- | --- | --- | --- | --- |
| 30 | O=c1c2ccccc2sn1-c1cc(S(=O)(=O)N2CCOCC2)ccc1N1CCCC1 | 10% | 4% | . |
| 31 | CCc1ccccc1NC(=O)C1CCN(S(=O)(=O)c2ccc3[nH]c(=O)ccc3c2)CC1 | -3% | . | . |

Some of the compounds tested (hit frequency here may not be typical).
